# Assay outcomes (PubChem BioAssay)
# G6PDH counter – L. mesenteroides G6PDH inhibition counter-screen. AID 1020. inhibition, % at 5 µM. Purified L. mesenteroides G6PDH, diaphorase/resazurin coupled fluorescence, 45 min. actives 0.12% (n = 200,000); in the data active = inhibition above about 50%
# NF-kB neuron act – NF-kB expression increase, human neuronal cells; fold change at 12.5 µM; NF-kB reporter expression; hits give high values; actives 1.6% (n = 190,000); AID 1239; in the data active = fold change above about 3.3
# Hsp70 act – transcriptional activators of Hsp70 | HeLa Hsp70 promoter luciferase reporter, luminescence; scaled: vehicle 0, proteasome-inhibitor control 100% | activation, % at 10 µM | actives 0.04% (n = 200,000) | AID 1203;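 active = activation above the mean across all tested compounds plus 3 SD, cutoff set per campaign, cut at about 5.5% in these data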;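 also: 100% = MG132 at 30 µM as the positive control and 0% = DMSO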
# FLuc inhib CS – Photinus pyralis luciferase inhibition counter-screen. P08659. ATPLite firefly luciferase biochemical luminescence, 10 min. inhibition, % at 10 µM. actives 1.5% (n = 200,000);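 active = inhibition above about 50% when tested at 10 µM, limit read from the data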
# Target sequence (P08659 whole entry, looked up): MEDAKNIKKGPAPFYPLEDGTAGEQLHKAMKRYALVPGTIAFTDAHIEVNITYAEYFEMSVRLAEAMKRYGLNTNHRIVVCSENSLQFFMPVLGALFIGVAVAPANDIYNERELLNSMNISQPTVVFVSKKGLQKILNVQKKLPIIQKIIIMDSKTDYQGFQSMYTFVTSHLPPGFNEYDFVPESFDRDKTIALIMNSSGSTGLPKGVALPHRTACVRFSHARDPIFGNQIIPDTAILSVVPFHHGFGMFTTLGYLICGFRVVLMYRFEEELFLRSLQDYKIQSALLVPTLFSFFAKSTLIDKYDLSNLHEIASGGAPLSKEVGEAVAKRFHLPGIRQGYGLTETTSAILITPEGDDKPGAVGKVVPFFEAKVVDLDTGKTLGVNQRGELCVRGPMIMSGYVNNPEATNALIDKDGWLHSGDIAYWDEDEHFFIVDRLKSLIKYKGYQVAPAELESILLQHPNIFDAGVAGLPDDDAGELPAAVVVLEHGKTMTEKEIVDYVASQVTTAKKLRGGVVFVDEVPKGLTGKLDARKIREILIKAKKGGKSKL
# STAT1 activator – activators of IFN-gamma induced STAT1 signaling; NIH 3T3 STAT1-luciferase reporter, luminescence; 100% = IFN-gamma alone, no compound; activation (% of control), % at 5.5 µM; actives 2.6% (n = 200,000);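 active = activation above the screen-wide mean activation plus 3 SD, cut at about 130% in these data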;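 also: raw ratio to IFN-gamma control signal so 100% means no change and 0% no light; values of inactives mirror those of a sister screen read the other way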
# FLuc stim CS – affects firefly luciferase, flagging false hits in luciferase stimulation screens; ATPlite luciferase biochemical, luminescence, 10 min; 0 = ATP-free wells, 1 = DMSO control; 200,000 tested, under 10 active; P08659; activation factor at 10 µM; AID 1027;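 active = luciferase activation factor, scaled between plate controls, of at least 2 with compound at 10 µM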
#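 assay system = Luciferase/luciferin detection reagent, cell-free biochemical luciferase assay | also added = ATP substrate | times = 10 min post-reagent at room temperature | measured by = luminescence from luciferase reaction | measure = luciferase activation, seen as luminescence increase over controls | benchmarks = low control with PBS replacing ATP, high control enzyme plus ATP without compound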
# Redox H2O2 prof – compounds producing H2O2 with reducing agent – biochemical, NIH compound library profiling, artefact control for MLSCN library redox annotation, primary screen; AID 878; activation, % at 10 µM; DTT-dependent redox cycling H2O2, phenol red/HRP absorbance; 100% = 100 µM peroxide control, 0% = buffer; actives 0.03% (n = 200,000);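 active = activation of at least 50% relative to the plate's high and low controls in the primary single-dose screen; inactive = activation below 50%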;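 also: compound incubated with DTT at 0.8 mM final as the reducing agent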
# APP transl inh – APP translation inhibition | actives 0.82% (n = 190,000) | inhibition, % at 2 µM | AID 1285 | SH-SY5Y APP 5'UTR-luciferase reporter, luminescence;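 active = inhibition above a set limit, derived from the sample mean plus 3 SD, cut at about 45% in these data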; also: values of inactives mirror those of a sister screen read the other way
# APP 5'UTR act – APP 5'UTR luciferase reporter activation. SH-SY5Y APP 5'UTR luciferase reporter, luminescence; zero percent = DMSO vehicle wells. actives 1% (n = 190,000). activation, % at 2 µM;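 active = activation above a set limit, based on mean plus 3 SD of controls, cut at about 140% in these data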; also: values of inactives mirror those of a sister screen read the other way
# HMGR II inh – inhibitors of class II HMG-CoA reductase from Enterococcus faecalis; purified E. faecalis HMGR, NADPH absorbance 340 nm kinetic; inhibition, % at 10 µM; actives 0.41% (n = 190,000); AID 1066;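 active = inhibition above a set limit, the median over all tested compounds plus 3 SD, cut at about 9.5% in these data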;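 also: enzyme runs in reverse so mevalonate oxidation gives rising NADPH absorbance; 0% = complete reaction with DMSO and 100% = background rate lacking mevalonate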
# * = called active by the depositor.
SMILES,G6PDH counter,NF-kB neuron act,Hsp70 act,FLuc inhib CS,STAT1 activator,FLuc stim CS,Redox H2O2 prof,APP transl inh,APP 5'UTR act,HMGR II inh
COc1ccc(/C=N/NC(=O)C2c3ccccc3Oc3ccccc32)c(OC)c1,-22,1.1,-0.1,-2,99,1,0.1,-4,4,-7
COc1ccc(/C=C/C(=O)c2cc(Br)ccc2OC(=O)c2ccco2)cc1OC,0,0.89,-0.5,1,91,1,-0.3,87*,-87,-4
CSc1nnnn1-c1ccc(C)c(Cl)c1,4,1,-0.1,-4,96,1,-0.1,-27,27,-1
CC(C)CNC(=O)C(=O)NCc1ccccc1,18,1.3,0.2,1,110,1,-0.5,3,-3,-6
O=C(NC1CC1)C1=C[C@@H](c2csc3ccccc23)C[C@@H](OCc2ccc(CO)cc2)O1,9,1,-0.2,-3,99,1,0.3,-13,13,-6
O=C(Nc1ccc2[nH]c(=O)[nH]c2c1)C(F)(F)F,3,0.99,0.0,-2,96,1,2.2,3,-3,-3
O=C(CCCCCn1c(=O)[nH]c2ccccc2c1=O)NCCCN1CCN(c2ccccc2F)CC1,16,0.6,-0.1,1,103,1,-0.1,6,-6,-9
COC(=O)Cn1ncc2c3ccccc3n(Cc3ccccc3)c2c1=O,-10,0.88,-0.2,-4,97,1,0.1,-18,19,2
CCOc1cc(N2CCOCC2)c(OCC)cc1NC(=O)CN1C(=O)NC(Cc2ccccc2)C1=O (configuration not stated),3,1.2,0.0,-4,105,1,2.7,-8,8,-3
O=C(Nc1ccccc1)C1=C(O)CC(c2ccoc2)CC1=Nc1ccccc1 (configuration not stated),-46,1.2,0.1,-6,98,1.1,0.8,-25,25,-1
CC(C)OC(=O)CN1C(=O)S/C(=C/c2ccc(N3CCCCC3)o2)C1=O,1,1.3,-0.4,-4,100,1,0.1,3,-3,-5
CNS(=O)(=O)c1cccc(C(=O)OCC(=O)Nc2ccc(-c3nc4ccc(C)cc4s3)cc2)c1,13,1,-0.2,28,73,0.7,0.2,-167,167*,-7
Nc1nc(CCl)nc(Nc2ccccc2)n1,-3,0.16,-0.1,7,106,0.9,0.1,-15,15,-2
O=C(c1ccc(Br)o1)N1CCCc2ccccc21,9,1.1,-0.1,-3,96,1,-0.6,-10,10,-1
O=C(c1cc(-c2ccc(Cl)cc2)n(-c2cc(Cl)ccc2Cl)n1)N1CCOCC1,0,1.3,-0.3,-6,106,1.1,2.5,9,-9,-5
Nc1nc2ccc(C(=O)Nc3ccccc3)cc2s1,9,2.6,0.4,16,148*,0.8,0.8,-88,88,1
Cc1cc(NC(=NC2CC2)c2ccccc2)n(-c2ccccc2)n1,3,1,-0.5,-4,100,1,0.1,-2,2,-2
O=C(C[n+]1cccc(NC(=O)c2ccccc2)c1)c1ccc(NC(=O)c2ccccc2)cc1,-1,1.1,0.1,-4,118,1,-9.8,6,-6,-8
COc1ccc(C)cc1-n1nnnc1SC/C(O)=C(\C#N)c1nc2ccccc2[nH]1,-38,0.91,-0.3,-2,94,1,1.5,2,-2,-5
COc1ccc(OC)c(N2C(N)=NC(N)=NC23CCCC3)c1,-4,1.5,-0.4,-5,105,1.1,-0.8,7,-7,1
O=c1c(-c2ccc(Oc3ccccc3)cc2)[n+]([O-])c2ccccc2n1OCc1ccccn1,3,1.1,-0.5,0,100,1,-0.1,10,-10,-2
CCOC(=O)c1[nH]c2ccccc2c1NC(=O)c1ccc(Br)o1,1,0.53,-0.2,-6,101,1.1,1.0,2,-2,4
Cc1nccn1CCN(C)Cc1cn(Cc2ccccc2)nc1-c1ccc2c(c1)OCO2,6,0.97,-0.2,0,100,1,0.0,0,0,-4
CCOC(=O)N1CCN(C(=O)CN(c2cccc(C(F)(F)F)c2)S(=O)(=O)c2ccccc2)CC1,3,1.2,-0.1,-4,97,1,-0.3,-17,17,-4
COc1ccc(/C=C2\S/C(=N/S(=O)(=O)c3cccs3)NC2=O)cc1,1,1.4,-0.1,-3,100,1,-0.1,26,-26,2
O=C(CN(Cc1ccccc1F)S(=O)(=O)c1ccc(Cl)cc1)NCCCO,-3,1.1,0.0,-4,103,1,-3.3,17,-17,-3
Cc1cc(O)c(/C=N/Nc2ccc(F)cc2)c(=O)o1,-1,0.98,0.1,68*,91,0.3,-0.3,-10,10,-1
O=C(NNC(=O)c1ccc([N+](=O)[O-])o1)c1ccccc1,7,2.1,-0.1,-1,102,1,0.2,-12,12,-3
O=C(Cn1c(=O)oc2cc(S(=O)(=O)N3CCCC3)ccc21)NC1CCCc2ccccc21 (configuration not stated),12,1.5,-0.4,-4,97,1,-1.0,-4,5,1
CC(Sc1nc2ccccc2n1C)C(=O)NC(c1ccccc1)c1ccccc1 (configuration not stated),6,1.1,-0.2,3,107,1,-0.9,-6,6,-5

# Of the compounds above, these have bromine.
SMILES,G6PDH counter,NF-kB neuron act,Hsp70 act,FLuc inhib CS,STAT1 activator,FLuc stim CS,Redox H2O2 prof,APP transl inh,APP 5'UTR act,HMGR II inh
COc1ccc(/C=C/C(=O)c2cc(Br)ccc2OC(=O)c2ccco2)cc1OC,0,0.89,-0.5,1,91,1,-0.3,87*,-87,-4
O=C(c1ccc(Br)o1)N1CCCc2ccccc21,9,1.1,-0.1,-3,96,1,-0.6,-10,10,-1
CCOC(=O)c1[nH]c2ccccc2c1NC(=O)c1ccc(Br)o1,1,0.53,-0.2,-6,101,1.1,1.0,2,-2,4

# Later entries:
SMILES,G6PDH counter,NF-kB neuron act,Hsp70 act,FLuc inhib CS,STAT1 activator,FLuc stim CS,Redox H2O2 prof,APP transl inh,APP 5'UTR act,HMGR II inh
O=C(CSc1ncccn1)c1ccccc1Br,-12,1.7,-0.4,-3,120,1,-3.5,6,-6,-5
CC(=O)c1cnn(-c2cc(Oc3cccc(C)c3)ncn2)c1C,9,1.1,-0.3,-4,97,1,-1.3,0,0,-6
COC(=O)N/N=C/c1cc(Cl)c(OCc2ccc(F)cc2)c(OC)c1,-1,2.6,-0.1,-7,101,1.1,0.1,-10,10,3
Cc1ccccc1NC(=S)NNC(=O)c1csc2c1CCC(C)C2 (configuration not stated),-4,0.46,-0.1,60*,93,0.4,-1.0,-180,180*,0
COCCNC(=O)/C(C#N)=C/C=C/c1ccccc1,-1,1.4,0.0,1,84,1,-1.6,-10,10,-4
CCOc1ccc(CCNC(=O)C2CCN(c3nnc(-n4cccc4)s3)CC2)cc1,2,1.1,-0.4,-1,104,1,-1.9,6,-6,-4
COc1cc2c(C(=O)N3CCN(c4ccccc4F)CC3)cn(C)c(=O)c2cc1OC,3,1.3,0.1,-1,88,1,-0.3,-2,2,-1
COc1cc(C(=O)OCCN2CCOCC2)cc(OC)c1OC,-1,0.97,-0.3,-2,91,1,0.4,-11,11,-3
Oc1c(C(c2cccs2)N2CCN(c3cccc(Cl)c3)CC2)sc2ncnn12 (configuration not stated),4,0.92,-0.2,-9,98,1.1,-2.2,2,-2,-4
O=[N+]([O-])c1ccccc1S(=O)(=O)n1nnc2ccccc21,14,1.3,-0.3,4,93,1,0.1,-22,22,-5
Cc1ccc(NC(=O)CSc2nnc(-c3ccncc3)n2C)cc1C,-10,1.1,-0.1,-2,104,1,0.3,0,0,0
CCCCOc1ccc(/C=C/C(=O)NCCc2nc3ccccc3[nH]2)cc1,1,1,-0.1,-2,98,1,-2.8,-3,3,-1
O=[N+]([O-])/C(C(Cl)=C(Cl)Cl)=C(\Sc1ccccc1)N1CCCCC1,7,0.86,-0.2,-6,96,1.1,-0.8,4,-4,-6
Cc1ccc(C)c(NC(=O)C2=CCN(S(=O)(=O)c3ccc(F)cc3)CC2)c1,8,1.1,-0.2,-3,100,1,0.5,-6,6,-4
Cc1ccc(C(=O)NCC(=O)NCC(=O)OCc2ccc(F)cc2)cc1,1,1,-0.3,-1,102,1,-0.3,-32,32,1
N#CCSc1nnc(COc2cccc3ccccc23)n1-c1cccc(Cl)c1,8,0.91,0.0,-5,91,1.1,1.1,-26,26,-3
CCN(CC)S(=O)(=O)c1ccc(-c2nnc(SCc3nnc(-c4ccc(C)cc4)o3)o2)cc1,-5,0.9,-0.3,-5,103,1.1,-0.9,-9,9,-3
Cc1cc2c(ncn2C)c(NS(=O)(=O)c2ccc(F)cc2)c1C,4,0.93,-0.2,-5,96,1,-0.1,-13,13,-3
C#CCOCCOCCOCCNc1nc(N2CCN(C(=O)[C@H](C(C)C)n3cc(CCO)nn3)CC2)nc(N2CCN(C(=O)[C@H](CCCCN)n3cc(CCCC)nn3)CC2)n1,-2,1.1,-0.2,2,101,1,0.3,5,-5,-9
CCc1ccc(NC(=O)c2ccccc2SC)cc1,3,1.2,0.3,18,129*,0.8,0.1,-47,47,0
CC1=C(C(=O)N2CCc3ccccc32)C2(CCC(C)CC2)OC1=O (configuration not stated),4,0.86,-0.3,-5,97,1.1,-0.4,16,-16,-4
N=c1sccn1CC(=O)Nc1cccc2ccccc12,2,1.1,-0.2,-8,96,1.1,0.0,-8,9,-6
C/C(=N\NC(=O)c1csc2ccccc12)c1ccc(O)cc1,2,1.4,-0.2,2,103,1,0.2,33,-33,-6
CC(C)CCn1c(N2CCc3ccccc3C2)nc2c1c(=O)[nH]c(=O)n2C,0,1.2,0.0,-5,98,1.1,-1.8,-22,22,0
COc1cccc(/C=N/NC(=O)c2ccc(-c3ccccc3)cc2)c1O,-4,0.8,-0.1,-4,97,1,0.0,18,-18,0
O=C(O)/C=C/C(=O)Nc1ccc(-c2ccccc2)cc1,-4,1.7,0.1,53*,120,0.5,0.2,-4,4,-2
CC12CCC(C(=O)Nc3nc4ccc(Br)cc4s3)(OC1=O)C2(C)C (configuration not stated),-2,2.1,-0.2,0,138*,1,-0.1,-53,53,-2
Cc1c(NC(=O)/C=C/C(=O)O)cccc1[N+](=O)[O-],5,1.1,-0.1,-6,98,1.1,-7.2,4,-4,0
Cc1ccccc1NC(=O)Cn1cccc1,-4,1.2,-0.2,-4,92,1,2.1,-1,1,-10
O=C(Nc1nccs1)C1CCN(S(=O)(=O)c2cccs2)CC1,1,1,-0.1,-6,103,1.1,-0.4,-7,7,0
CCOc1ccc(NC(=O)CCNS(=O)(=O)c2ccc3c(c2)c(=O)n(C)c(=O)n3C)cc1,3,1.1,0.3,-6,94,1.1,3.0,-31,31,-7
Nc1nnc(SCCOc2ccc(Br)cc2)s1,2,1.8,-0.1,-3,127,1,2.2,0,1,-6
CCCCN1C(=O)C(O)=C(C(C)=O)C1c1ccccc1 (configuration not stated),15,0.98,-0.2,-8,101,1.1,0.1,-6,6,2
Cn1c(=O)c([N+](=O)[O-])c(Oc2ccccc2)c2ccccc21,15,0.92,-0.3,-9,95,1.1,0.3,-8,8,1
COc1ccc(Nc2nnc(C)c(=O)[nH]2)cc1,6,1.1,0.1,-4,105,1,-1.0,-11,11,-4
CN(C)S(=O)(=O)Oc1ccsc1C(=O)Nc1cccc(Cl)c1Cl,2,1,-0.2,-4,103,1,2.3,-7,7,0
COc1cccc(C2CC(=O)Nc3c2c(=O)n(C)c(=O)n3C)c1OC (configuration not stated),-8,0.96,0.1,-4,98,1,-0.5,13,-13,-1
